# Screening results: PubChem, several laboratories
# PP1 counter = PP1-alpha phosphatase inhibitors, primary screen, counter-screen for PP5 inhibitor project, biochemical, fluorescence, OMFP substrate, single point | purified PP1alpha | inhibition, % at 6.7 µM | hit rate 0.9% among 320,000;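 active = inhibition above the mean inhibition of all tested compounds plus 3 SD, computed separately for each screening campaign, cut at about 15% in these data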
# Target sequence (P62136 whole entry, looked up): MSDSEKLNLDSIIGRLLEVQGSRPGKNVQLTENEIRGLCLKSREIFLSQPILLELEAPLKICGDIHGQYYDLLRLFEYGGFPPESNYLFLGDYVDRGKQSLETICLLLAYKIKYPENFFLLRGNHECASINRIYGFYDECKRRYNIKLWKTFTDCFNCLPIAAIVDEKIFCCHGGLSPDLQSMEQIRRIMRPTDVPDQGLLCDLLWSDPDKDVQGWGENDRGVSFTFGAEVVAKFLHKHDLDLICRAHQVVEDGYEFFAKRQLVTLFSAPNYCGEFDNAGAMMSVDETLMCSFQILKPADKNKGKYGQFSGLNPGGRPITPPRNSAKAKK
# Efflux pump inh = inhibitors of Candida efflux pumps in yeast, primary screen, S. cerevisiae, Nile Red, multiplex | hit rate 0.44% among 330,000 | S. cerevisiae Candida pump triplex | inhibition, % at 10 µM | AID 485275, 2010;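 active = plate passing quality check with inhibition over a set limit, or well fluorescence over plate mean plus 4 SD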;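 note: Nile Red retained in pooled yeast measured as flow cytometry median fluorescence; 0% = buffer negative control and 100% = Enniatin B positive control; higher means more Nile Red kept so more efflux inhibition; some compounds called inactive have numbers as strong as hits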
# core dimer inh = inhibitors of HCV core protein dimerization, primary screen, biochemical, TR-FRET, high-throughput. TR-FRET GST/Flag-core106 dimerization, 1536-well. inhibition, % at 5 µM. hit rate 0.33% among 300,000. AID 1899, 2009;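 active = inhibition above the mean of all tested compounds plus 3 SD, set per screening campaign, cut at about 45% in these data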
#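 Material: Tagged HCV core106 pair (GST and Flag) | Amount: GST-core106 13.5 nM, Flag-core106 17 nM | Medium: KF-containing HEPES buffer, pH 7.45, DTT, CHAPS, BSA | Reagent: Eu donor and XL665 acceptor anti-tag antibodies | Schedule: 4 h at 22.5 °C | Technique: Time-resolved FRET, ex 340 nm, em 617 and 671 nm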
# TPT1 inh = Candida albicans TPT1 enzyme inhibitors, primary screen, biochemical, fluorescence polarization; recombinant caTPT1, FP RNA substrate dephosphorylation; inhibition, % at 5 µM; hit rate 0.81% among 300,000; AID 1962, 2009;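 active = inhibition above the mean of all tested compounds plus 3 SD, set per screening campaign, cut at about 24% in these data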;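 note: plate controls were DMSO alone for no effect and ferristatin control at 100 nM for full effect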
# proCasp7 act = procaspase-7 activators, primary screen, counter-screen for procaspase-3 activator project, biochemical, absorbance, HTS, human. AID 463210, 2010. hit rate 0.093% among 330,000. Caspase-7 (Homo sapiens), P55210. activation, % at 8.5 µM. recombinant procaspase-7, Ac-DEVD-pNA absorbance 405 nm; D23A/D198A/D206A triple mutant, cannot self-cleave; scale: DMSO 0, 5 µM enzyme 100;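 active = percent activation above the screen-wide mean plus 3 SD, cut at about 25% in these data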
#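 Assay system – Uncleavable procaspase-7 mutant enzyme · Quantity – 2 µM procaspase-7 mutant as dispensed · Times – 1 h preincubation, 2 h reaction · Dosing – single nominal 8.5 µM compound dose, 0.8% DMSO final · Buffer or medium – Zinc-free 50 mM HEPES buffer, pH 7.4, with NaCl and Triton X-100 · Detection – Epi-absorbance of released pNA at 405 nm, two timepoints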
# Fh CTSL1 inh = Fasciola hepatica cathepsin L1 inhibitors, primary screen, counter-screen for PFM18AAP inhibitor project, biochemical, QFRET, fluorogenic peptide substrate; inhibition, % at 5.96 µM; AID 1906, 2009; hit rate 0.49% among 300,000; recombinant F. hepatica cathepsin L1, Z-Leu-Arg-MCA fluorescence;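 active = inhibition above the mean of all tested compounds plus 3 SD, set per screening campaign, cut at about 17% in these data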;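 note: 0% = plate median of test compound wells and 100% = 1 µM Z-Phe-Ala-diazomethylketone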
# PP5 primary = PP5 phosphatase inhibitors, primary screen, biochemical, fluorescence; Serine/threonine-protein phosphatase 5 (Homo sapiens), P53041; purified PP5c, OMFP substrate fluorescence; inhibition, % at 6.7 µM; hit rate 0.18% among 320,000; AID 1987, 2009;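 active = inhibition above the campaign's mean inhibition across all tested compounds plus 3 SD, cut at about 9.5% in these data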;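 note: 0% = DMSO only and 100% = 100 µM cantharidin control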
# Target sequence (P53041 whole entry, looked up): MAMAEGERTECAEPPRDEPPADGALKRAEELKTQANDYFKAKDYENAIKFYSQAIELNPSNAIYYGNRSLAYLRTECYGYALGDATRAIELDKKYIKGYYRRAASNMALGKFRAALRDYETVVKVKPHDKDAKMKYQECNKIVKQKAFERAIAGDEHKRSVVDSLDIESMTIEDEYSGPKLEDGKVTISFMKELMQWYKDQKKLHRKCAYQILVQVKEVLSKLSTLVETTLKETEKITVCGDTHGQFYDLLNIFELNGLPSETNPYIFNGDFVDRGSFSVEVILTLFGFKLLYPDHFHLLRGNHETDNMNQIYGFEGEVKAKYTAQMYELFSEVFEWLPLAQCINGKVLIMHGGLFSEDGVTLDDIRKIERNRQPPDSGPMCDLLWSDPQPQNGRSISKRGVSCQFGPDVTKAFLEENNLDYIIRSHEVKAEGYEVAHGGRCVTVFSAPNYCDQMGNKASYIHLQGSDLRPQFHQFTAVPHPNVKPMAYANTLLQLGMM
# JMJD2C inh = inhibitors of GASC-1 histone demethylase, primary screen, biochemical, fluorescence, DELFIA europium. Lysine-specific demethylase 4C (Homo sapiens), Q9H3R0. inhibition, % at 2.35 µM. GST-JMJD2C(1-420) H3K9me3 demethylation. AID 2099, 2009. hit rate 0.069% among 330,000;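 active = more than half of a compound's replicate wells show inhibition beyond 50%, single wells judged on their own value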;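 note: signal counts dimethyl H3K9 product captured on neutravidin plate; 0% = median of DMSO wells and 100% = 0.3 times that DMSO median; strong numbers were not always called active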
# proCasp3 act = activators of human procaspase-3 D3A mutant, primary screen, biochemical, absorbance, PC-3 D3A mutant, single concentration | recombinant procaspase-3 D3A, Ac-DEVD-pNA absorbance 405 nm | hit rate 0.11% among 330,000 | activation, % at 8.5 µM | Caspase-3 (Homo sapiens), P42574;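 active = activation above the mean of all tested compounds plus 3 SD, cut at about 21% in these data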;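 note: 0% = DMSO alone and 100% = DMSO wells spiked with extra 5 µM PC-3 D3A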
# Target sequence (P42574 whole entry D9A/D28A/D175A): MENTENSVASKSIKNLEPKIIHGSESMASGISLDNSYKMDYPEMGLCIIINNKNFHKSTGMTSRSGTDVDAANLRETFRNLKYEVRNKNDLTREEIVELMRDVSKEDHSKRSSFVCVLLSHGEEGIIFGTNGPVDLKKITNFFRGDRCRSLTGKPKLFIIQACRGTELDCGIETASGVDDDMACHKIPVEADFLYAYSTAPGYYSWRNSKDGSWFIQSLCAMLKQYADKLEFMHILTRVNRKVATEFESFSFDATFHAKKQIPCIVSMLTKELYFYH
#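 Assay system: Autoprocessing-dead procaspase-3 D3A mutant enzyme; also added: Ac-DEVD-pNA; doses: one concentration, 8.5 µM nominal, 0.8% DMSO; times: 1 h compound preincubation, 2 h substrate hydrolysis at 25 °C; technique: 405 nm absorbance of p-nitroaniline, reads at 0 and 120 min; measure: % activation between DMSO and enzyme-spiked controls; repeats: single replicate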
# * hit, by the source's call; . = not tested or not shown. Hits appear at their usual frequency (roughly 2.9% active in at least one column).
nr	structure	PP1 counter	Efflux pump inh	core dimer inh	TPT1 inh	proCasp7 act
1	O=C1CC(N2CCN(c3ccccc3)CC2)C(=O)N1c1cccc(Br)c1 (stereo not given)	2	0.5	-1	-1	8
2	COc1ccc(NS(=O)(=O)/C=C/c2ccc(OC)c(OC)c2)cc1	-4	0.0	0	2	2
3	COc1cc(Cl)c(C)cc1NC(=O)CN1C(=O)C2CC=CCC2C1=O (stereo not given)	.	-0.3	.	.	1
4	CCN(CC)c1ccc(/C=N/NC(=O)c2c(-c3ccccc3)noc2C)cc1	3	0.1	3	3	1
5	O=C1CCCN1CC(=O)N1CCCC(N2CCN(c3cccc(Cl)c3)CC2)C1 (stereo not given)	-2	0.0	1	-2	1
6	CC1CCN(c2cc(C#N)c(C#N)cc2[N+](=O)[O-])CC1	-3	0.0	0	-1	1
7	CCC1(c2ccccc2)NC(=O)N(CC(=O)Nc2ccccc2C(=O)NC2CC2)C1=O (stereo not given)	-6	-0.1	1	1	3
8	COC(=O)c1ccc(/C=C/C(=O)c2ccc(OC)c(OC)c2)cc1	1	0.0	7	-1	3
9	Cc1onc(-c2c(F)cccc2Cl)c1C(=O)NC(=S)Nc1c(C)n(C)n(-c2ccccc2)c1=O	-1	-0.2	1	3	4
10	Cc1ccc(C)c(OCC(O)CN2CCc3ccccc3C2)c1C (stereo not given)	-2	0.0	-3	-1	-2
11	CC1(c2nnc(-c3cccc(Cl)c3)o2)CC(c2ccccc2)=NO1 (stereo not given)	1	-0.1	-21	-2	13
12	COc1ccc(-c2[nH]ncc2C2N=C(N)Nc3nc4ccccc4n32)cc1 (stereo not given)	-3	-0.1	-2	5	9
13	CC(C)NS(=O)(=O)c1ccc(OCC(=O)Nc2ccc(F)cc2)cc1	-1	0.0	1	-5	3
14	CCOC(=O)c1ccc2ncc(C(=O)OCC)c(Nc3ccc(N4CCOCC4)cc3)c2c1	3	-0.1	7	0	9
15	Cn1c(=O)c2c(ncn2CCOc2ccc(Br)cc2)n(C)c1=O	2	-0.1	-3	0	5

nr	Fh CTSL1 inh	PP5 primary	JMJD2C inh	proCasp3 act
1	1	-0.6	-7	-11
2	5	5.3	8	1
3	.	.	2	5
4	0	2.9	-16	-7
5	-3	4.3	-2	4
6	1	1.1	4	6
7	-3	0.2	0	1
8	0	1.0	-2	5
9	1	-1.9	-8	4
10	-2	-0.4	-1	2
11	0	4.1	-12	0
12	2	1.1	13	3
13	1	2.5	-5	0
14	2	5.8	-6	3
15	2	1.4	49	-3

# Some of the entries above, reformatted:
4	CCN(CC)c1ccc(/C=N/NC(=O)c2c(-c3ccccc3)noc2C)cc1
  PP1 counter: 3; Efflux pump inh: 0.1; core dimer inh: 3; TPT1 inh: 3; proCasp7 act: 1; Fh CTSL1 inh: 0; PP5 primary: 2.9; JMJD2C inh: -16; proCasp3 act: -7
5	O=C1CCCN1CC(=O)N1CCCC(N2CCN(c3cccc(Cl)c3)CC2)C1 (stereo not given)
  PP1 counter: -2; Efflux pump inh: 0.0; core dimer inh: 1; TPT1 inh: -2; proCasp7 act: 1; Fh CTSL1 inh: -3; PP5 primary: 4.3; JMJD2C inh: -2; proCasp3 act: 4

# (further entries)
nr	structure	PP1 counter	Efflux pump inh	core dimer inh	TPT1 inh	proCasp7 act
16	C=CCNC(=S)Nc1cc(S(=O)(=O)N2CCOCC2)ccc1-n1cncn1	1	0.0	0	-11	6
17	On1c(-c2ccccc2)nc2ccc(Cl)cc21	5	0.0	-2	2	1
18	CCOc1ccc(NC(=O)CN(C)C(=O)c2ccc(COc3ccccc3)o2)cc1OCC	-4	0.1	-1	0	7
19	CC(=O)Nc1ccc(NC(=O)c2c(-c3ccccc3Cl)noc2C)cc1	3	-0.1	1	3	3
20	C[C@@H]1CN([C@@H](C)CO)C(=O)c2cc(NS(=O)(=O)c3cccs3)ccc2O[C@H]1CN(C)Cc1ccc(C(F)(F)F)cc1	.	0.1	.	.	15
21	Cc1cccc(CN2CCC(Oc3ccc(C(=O)N4CCCC4)cc3)CC2)n1	-2	0.0	-4	0	4
22	O=C(Nn1cnc2ccccc2c1=O)c1ccc([N+](=O)[O-])cc1	1	-0.3	1	-4	0
23	CCCN(CC(=O)Nc1ccccc1OC)C(=O)CCC(=O)c1ccc(Cl)s1	-2	0.2	.	.	6
24	Cc1ccc(C(=O)NNC(=O)c2ccc(S(=O)(=O)N3CCCCC3)cc2)cc1	.	0.0	.	.	18
25	CCn1cc(CNC(=O)c2ccc(C)s2)cn1	-7	0.0	1	-2	8
26	Cc1cc(C(=O)CSc2nnc(N)s2)c(C)n1Cc1ccco1	-6	-0.1	23	-1	-8
27	CC(=O)c1cc(C#N)c(SCc2ccncc2)nc1C	0	-0.2	-12	-4	-21
28	COc1ccccc1NC(=O)NC1(C(=O)N2CCCCC2)CCCCC1	0	-0.1	-1	2	-3
29	Cc1ccc(NC(=O)COC(=O)Cn2c(C)csc2=O)cc1C	-3	0.0	0	1	12
30	Brc1cccc(CNc2nc3ccccc3n2CCN2CCCCC2)c1	1	0.0	-2	0	5

nr	Fh CTSL1 inh	PP5 primary	JMJD2C inh	proCasp3 act
16	4	-0.9	-2	-6
17	0	0.7	4	3
18	2	-0.9	5	7
19	-1	1.8	-10	-7
20	.	.	-10	5
21	-1	2.4	66*	6
22	-5	3.8	-8	7
23	.	2.4	7	-2
24	.	.	4	7
25	0	-0.5	10	7
26	-5	-4.0	-6	-6
27	-2	1.4	-22	-12
28	-1	0.4	7	1
29	-1	1.3	-20	1
30	0	3.5	-2	3

# Of the compounds above, 2 have a furan ring, fused or not.
nr	structure	PP1 counter	Efflux pump inh	core dimer inh	TPT1 inh	proCasp7 act
18	CCOc1ccc(NC(=O)CN(C)C(=O)c2ccc(COc3ccccc3)o2)cc1OCC	-4	0.1	-1	0	7
26	Cc1cc(C(=O)CSc2nnc(N)s2)c(C)n1Cc1ccco1	-6	-0.1	23	-1	-8

nr	Fh CTSL1 inh	PP5 primary	JMJD2C inh	proCasp3 act
18	2	-0.9	5	7
26	-5	-4.0	-6	-6

# Continuation:
nr	structure	PP1 counter	Efflux pump inh	core dimer inh	TPT1 inh	proCasp7 act
31	OC(COCc1ccco1)CN1CCN(c2ccccc2)CC1 (stereo not given)	-2	-0.5	-4	0	5
32	CCN1CCN(C(c2ccc(C(F)(F)F)cc2)c2ccc3cccnc3c2O)CC1 (stereo not given)	18*	-0.3	-15	-5	-2
33	Cc1onc(C(N)=O)c1C(=O)Nc1ncc(C(F)(F)F)cc1Cl	-2	-0.1	0	0	-10
34	Cc1ccc(CSc2nnc(-c3ccncc3)n2N)cc1	2	0.4	-1	0	5
35	COc1cccc(-c2onc3ccc(C(C)=O)cc23)c1	2	-0.1	-2	2	1
36	O=C(CN1CCN(C(=O)c2ccco2)CC1)Nc1cccc(S(=O)(=O)N2CCCC2)c1	-1	-0.1	.	.	10
37	CC(=O)c1ccc(N2CC(C)(C)C2=O)cc1	-3	-0.3	-2	-5	3
38	COc1ccc(CCNC(=O)CSc2nnc(-c3cccc(C)c3)o2)cc1OC	7	-0.1	1	-5	-2
39	COc1cccc(NC(=O)C2CCCN(c3ncnc4c3nc3n4CCCCC3)C2)c1 (stereo not given)	-1	-0.1	0	-1	7
40	COc1ccc(-c2nc(CS(=O)CC(=O)N3CCN(C)CC3)c(C)o2)cc1 (stereo not given)	0	-0.1	-6	-2	2
41	C=CCn1c(Cc2cccs2)nnc1SCC(=O)Nc1ccc(C(=O)OCC)cc1	4	-0.1	2	-1	6
42	O=C(c1ccccc1)c1cc2ccccc2oc1=O	-7	0.1	7	-1	3
43	Cc1c(N(C)C(=O)c2ccc3c(c2)OCO3)c(=O)n(-c2ccccc2)n1C	1	0.0	2	0	0
44	O=C(NCc1ccncc1)/C(=N/O)c1ccccc1	-2	0.0	3	4	1
45	O=[N+]([O-])c1cccc(C=Nc2cc3c(cc2Br)OCCO3)c1	4	-0.1	-9	1	-6

nr	Fh CTSL1 inh	PP5 primary	JMJD2C inh	proCasp3 act
31	-4	1.5	2	2
32	2	3.3	-4	6
33	0	1.7	-1	-1
34	-2	-0.4	7	-11
35	-4	2.1	16	1
36	.	1.5	11	8
37	-4	1.0	-11	-4
38	-2	-1.3	-3	0
39	-2	1.5	-5	8
40	-1	-0.8	70	1
41	-2	3.1	-3	9
42	-4	0.1	2	-2
43	0	0.4	8	-3
44	0	1.3	-4	-1
45	6	3.0	0	-14

# Remaining list, next part:
nr	structure	PP1 counter	Efflux pump inh	core dimer inh	TPT1 inh	proCasp7 act
46	O=C(NCc1ccncc1)c1ccc(OCc2ccccc2)cc1	-2	0.0	2	0	0
47	Cc1c(Cl)c([N+](=O)[O-])nn1CCCC(=O)Nc1sc2c(c1C#N)CCC2	1	-0.1	7	3	-11
48	CCn1c(SCC(=O)Nc2ccc(C(C)=O)cc2)nnc1C1CC1	0	-0.1	-4	1	-10
49	COc1ccc(C(=O)COC(=O)[C@H](C)Nc2ccc(C(F)(F)F)cc2[N+](=O)[O-])cc1	1	0.0	1	-3	7
50	Cc1ccc(NC(=S)NCCN(C2CCCCC2)C2CCCC2)cc1	0	0.0	-2	-5	0
51	O=C(Nc1ccccc1)c1nnn(Cc2ccccc2)c1NC(=O)C(F)(F)F	1	-0.1	0	2	0
52	Cc1cccc(CSc2nc(N)c(C#N)c(-c3cccs3)c2C#N)c1	9	0.0	31	0	-3
53	COC(C/C=C\C(=O)[C@H](C)OCc1ccccc1)OC	4	.	4	-3	-4
54	Cc1ccccc1S(=O)(=O)Cc1ccc(C(=O)NCCN2CCCCC2C)o1 (stereo not given)	4	-0.3	-2	-2	3
55	CC(C)(C)C(=O)Nc1nc2ccc(S(C)(=O)=O)cc2s1	-1	-0.1	4	-1	-2

nr	Fh CTSL1 inh	PP5 primary	JMJD2C inh	proCasp3 act
46	-2	-0.2	3	-4
47	-2	1.1	3	-6
48	1	2.5	4	-11
49	1	2.3	-3	7
50	0	1.3	5	-3
51	-1	-1.7	46	11
52	2	5.0	14	0
53	16	3.4	7	6
54	8	-7.1	-15	3
55	-1	1.2	3	0
